SMN2 splice enh = SMN2 splice variant enhancement | HEK293 SMN2-luciferase splicing reporter, luminescence, 30-36 h | Potency, µM (highest dose often 46.1 µM), without a hit: at the top dose activity change, positive = activation, actives largely listed as activators | 210,000 compounds, 2.8% hits; also: % of control where 0% means no effect; nearly all actives have a fitted effect of over 55% in size
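HEK293 cells carry an SMN2 minigene-luciferase reporter in which exon 7 inclusion puts luciferase in frame. Cells were seeded at 2000 cells/well, attached for 10-12 hours, then exposed to compounds for 30-36 hours at 37C before ONE-Glo luminescence.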
ALDH1A1 block = blocks purified human ALDH1A1 activity | P00352 | Purified ALDH1A1, NADH fluorescence, propionaldehyde substrate | Potency, µM (series often up to 75.3 µM), inactives show at the top dose activity, negative = inhibition, usual class: inhibitors | 220,000 compounds, 7.3% hits; active = well fitted inhibition curve with a large enough effect, not every such curve was filed as active; inconclusive = small, poorly fitted or top-dose-only effect, or another doubt; inactive = no such curve, though single readings can be large or run the other way;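 also: plate controls were no enzyme wells and a reference inhibitor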
JMJD2E inh = blocks human JMJD2E demethylase activity. B2RXH2. JMJD2E catalytic domain, FDH-coupled NADH fluorescence (FDH is formaldehyde dehydrogenase). Potency, µM (doses to about 57.1 µM), for inactives: top-dose activity change, negative = inhibition, most hits filed as inhibitors. 230,000 compounds, 1.6% hits. AID 2147; active = well fitted inhibition curve with a large enough effect, not every such curve was filed as active; inconclusive = small, poorly fitted or top-dose-only effect, or another doubt; inactive = no such curve, though single readings can be large or run the other way;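 also: 0% = wells with enzyme and -100% = buffer wells without enzyme; nearly all actives have a fitted effect of over 50% in size; many of its hits are not listed in these tables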
Target sequence (B2RXH2 1-337 limits assumed): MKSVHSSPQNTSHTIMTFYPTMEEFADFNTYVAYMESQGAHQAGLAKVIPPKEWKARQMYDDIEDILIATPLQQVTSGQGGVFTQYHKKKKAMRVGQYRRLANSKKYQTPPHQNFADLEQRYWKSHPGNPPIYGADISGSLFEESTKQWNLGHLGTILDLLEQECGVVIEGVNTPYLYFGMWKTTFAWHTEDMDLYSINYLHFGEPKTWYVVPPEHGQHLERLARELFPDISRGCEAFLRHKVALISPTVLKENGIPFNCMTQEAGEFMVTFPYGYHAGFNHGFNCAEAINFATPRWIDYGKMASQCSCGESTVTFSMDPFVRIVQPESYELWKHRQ
TR SRC2 fluor cs = alters Texas Red total fluorescence, flagging assay interference; TRb/SRC2 Texas Red total fluorescence interference; Potency, µM (titrated, usually from 106 µM), without a hit: top-dose fluorescence change, negative = quenching; 280,000 compounds, 0.29% hits; AID 1479; active = well fitted curve in either direction with a large enough effect; inconclusive = small, poorly fitted or top-dose-only effect; also: % is scaled to controls: 0 for no effect and ±100 for the full control effect
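Human TRβ ligand-binding domain (0.6 uM) and Texas Red SRC2 peptide (20 nM) in Tris buffer with 1 uM T3 and 5% DMSO were incubated with pinned compound for 5 hr at ambient temperature. Total fluorescence was computed as S + 2P (555/632 nm).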
TRb-SRC2 inh = inhibitors of human thyroid hormone receptor beta-SRC2 interaction; 280,000 compounds, 0.065% hits; Potency, µM (series often up to 106 µM), for the others: at the highest dose activity change, negative = inhibition, usual class: inhibitors; P10828; TRbeta-SRC2 peptide binding, fluorescence polarization; receptor liganded with 1 µM T3;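 also: plate controls were bound peptide for no effect and peptide without receptor for full effect; nearly all actives have a fitted effect of over 50% in size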
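Quantitative HTS by FP: 0.6 uM TRb LBD, 20 nM labeled SRC2 20-mer, 1 uM T3, 5% DMSO; 5 hr ambient incubation; % activity per concentration and potencies from concentration series.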
RECQ1 inh = RECQ1 (human) helicase inhibition; P46063; RECQ1 DNA unwinding, red fluorescence kinetic read; Potency, µM (doses to about 57.3 µM), for inactives: at the highest dose activity, negative = inhibition, hits mostly inhibitors; 240,000 compounds, 0.54% hits; AID 2549;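 also: plate controls were vehicle for no effect and no enzyme for full effect; nearly all actives have a fitted effect of over 30% in size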
Target sequence (P46063 whole entry, looked up): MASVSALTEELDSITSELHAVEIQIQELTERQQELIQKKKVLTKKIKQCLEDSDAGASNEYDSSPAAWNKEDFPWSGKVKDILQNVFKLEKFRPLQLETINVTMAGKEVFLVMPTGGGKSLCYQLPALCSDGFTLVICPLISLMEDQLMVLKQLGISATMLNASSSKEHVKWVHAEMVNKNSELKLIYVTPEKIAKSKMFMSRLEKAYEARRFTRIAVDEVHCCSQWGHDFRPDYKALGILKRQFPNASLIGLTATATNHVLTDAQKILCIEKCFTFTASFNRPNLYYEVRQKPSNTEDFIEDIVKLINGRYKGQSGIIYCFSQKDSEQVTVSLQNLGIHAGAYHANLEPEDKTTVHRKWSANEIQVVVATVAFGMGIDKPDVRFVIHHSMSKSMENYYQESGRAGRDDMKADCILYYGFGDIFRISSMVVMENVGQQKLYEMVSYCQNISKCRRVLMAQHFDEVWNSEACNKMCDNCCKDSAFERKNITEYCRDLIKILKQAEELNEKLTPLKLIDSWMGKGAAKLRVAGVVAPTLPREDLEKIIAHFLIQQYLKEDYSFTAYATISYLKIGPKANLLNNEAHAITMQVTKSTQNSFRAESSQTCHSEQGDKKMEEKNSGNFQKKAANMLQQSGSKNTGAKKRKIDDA
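RECQ1T1 50 nM; forked duplex (20 bp + 30-nt ss tails) 200 nM, ATP 2 mM final; pH 8.0, 2 mM MgCl2, 2.5 ug/ml poly(dI-dC); 15 min compound preincubation; discontinuous kinetic read over 2 h at RT.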
GoLoco inh red = blocks human Gai1 binding to RGS12 GoLoco peptide, red readout; P63096; Gai1:RGS12 GoLoco peptide FP, rhodamine, 10 min; Potency, µM (doses to about 61.6 µM), without a hit: at the top dose activity, negative = inhibition, most hits filed as inhibitors; 230,000 compounds, 0.44% hits; active = well fitted inhibition curve with a large enough effect, not every such curve was filed as active; inactive = no such curve, though single readings can be large or run the other way; also: % is scaled to controls: 0 for no effect and ±100 for the full control effect; nearly all actives have a fitted effect of over 30% in size; many of its hits are not listed in these tables
LMNA splice mod = LMNA splicing modulation; 200,000 compounds, 0.01% hits; HeLa LMNA splicing GFP/RFP minigene ratio, 48 h; Potency, µM (highest dose often 46.1 µM), for the others: at the highest dose ratio change, negative = inhibition, actives largely listed as inhibitors; active = well fitted inhibition curve with a large enough effect in the signal ratio, with a control signal flat, not every such curve was filed as active; inconclusive = small, poorly fitted or top-dose-only effect, or effect the other way, or a change in a side signal; the % refers to the signal ratio; also: % is scaled to controls: 0 for no effect and ±100 for the full control effect
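S3 HeLa stable clones carrying a lamin A-EGFP splicing minigene plus DsRed2 were seeded at 600 cells/well in Opti-MEM with 2% FBS, pin-dosed and incubated 48 h at 37°C. Acumen cytometry (488 nm) gave the GFP/RFP total-intensity ratio.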
Numbers without * were called inactive; i = inactive; ? = inconclusive; . = not tested or not shown; & = joins results of further samples; [ ] = dose if it differs, or a comment. Unless noted, calls follow the shape of the dose curve; as a rule, active = well fitted curve in the direction sought with a large enough effect; inconclusive = small, poorly fitted or top-dose-only effect, or another doubt; inactive = no such curve, though single readings can be large; an effect the other way counts as inactive or inconclusive. Potency is read from the fitted curve at half-maximal effect. These rows are one share of the data; rates above refer to the full screens.

SMILES	SMN2 splice enh	ALDH1A1 block	JMJD2E inh	TR SRC2 fluor cs	TRb-SRC2 inh	RECQ1 inh	GoLoco inh red	LMNA splice mod
CCCC(c1nnnn1C(C)(C)CC)N(CCCO)Cc1cc2cc(C)cc(C)c2[nH]c1=O (configuration not stated)	?	?	-24%	0%	6%	-1%	10%	-1%
COc1ccc(OC)c(C(C)NC(C)=O)c1 (configuration not stated)	.	4%	10%	-1%	-4%	-5%	.	-4%
CC(C)(C)C(=O)NC(C(N)=O)=C(Cl)Cl	25%	13%	2%	1%	-7%	i	4%	3%
Cc1cc(=O)oc2c(N)c(O)ccc12	-3%	9%	-30%	-3%	1%	-16%	-4%	-2%
c1cncc(-c2nc3ccccc3s2)c1	.	.	-14%	-3%	2%	-9%	8%	.
O=C(NCc1ccccc1)c1ccc(S(=O)(=O)N2CCCC2)cc1	-2%	?	-4%	-3%	-5%	-3%	-1%	-3%
COC(=O)Cn1c(C)nc2ccccc21	-16%	-10%	-1%	-1%	-1%	-6%	-5%	-4%
CCCCC(C(=O)O)C(C)CC(=O)Nc1ccn(-c2ccccc2)n1 (configuration not stated)	2%	12%	4%	2%	5%	-5%	-2%	5%
O=c1c2c3c(sc2n(CCN2CCCCC2)c(=O)n1Cc1ccco1)CCCCC3	10%	5.6µM*	-4%	1%	-7%	-11%	12%	0%
CCOC(=O)[C@H](CCc1ccccc1)N[C@@H](C)C(=O)N1[C@H](C(=O)O)C[C@H]2CCC[C@@H]21	-11%[20.6 µM]	3%[20.9 µM]	4%[25.5 µM]	-1%	4%	5%[25.9 µM]	8.9µM*	11%
Nc1nc(NCCc2ccc(O)cc2)nc2nc(-c3ccco3)nn12	?	-6%	5%	-1%&-3%	0%&9%	17%&-5%	11%&7%	.
N#C/C(=C\Nc1ccc2c(c1)OCCO2)c1nc2ccccc2[nH]1	-29%	13%	0%	-5%	-1%	-6%	45%[activator]	-8%
COc1cccc(C2C(C(=O)OC(C)C)=C(C)Nc3ncnn32)c1 (configuration not stated)	-5%	4%	9%	1%	-4%	4%	11%	9%
COC(=O)/C(C#N)=C/c1ccc(-c2ccc(S(N)(=O)=O)cc2)o1	.	.	?	3%	-6%	3.2µM*	2%	.
CC1=CC(=C(C#N)c2nc3ccccc3s2)C=C(C)N1CC1CCCO1 (configuration not stated)	2%	?	-9%	-7%	4%	12%	10%	10%[9.22 µM]
Cc1ccc(-c2nc3ccccc3c(C(=O)NCc3cccs3)c2C)cc1	-12%	24µM*	-9%	-2%	-4%	-5%	25%	-3%
Cc1nn(CCCC(=O)N2CCN(c3ccc(F)cc3)CC2)c(C)c1[N+](=O)[O-]	-13%	?	-4%	0%	3%	-2%	3%	16%[46 µM]
Cc1ccccc1C(=O)NC(=S)Nc1ccccc1C(=O)O	9%	?	?	0%	-7%	21%	6%	13%[46 µM]
CCCc1cc(C(=O)N/N=C/c2ccc(CC)s2)c2ccccc2n1	-11%	-4%	-12%	-3%	1%	-1%	-3%	?
N#Cc1nc(-c2ccc(F)cc2)oc1NCc1ccco1	.	.	?	-4%	-7%	-5%	0%	.

Compounds above that contain a thiophene ring, fused or not, in the order listed:
SMILES	SMN2 splice enh	ALDH1A1 block	JMJD2E inh	TR SRC2 fluor cs	TRb-SRC2 inh	RECQ1 inh	GoLoco inh red	LMNA splice mod
O=c1c2c3c(sc2n(CCN2CCCCC2)c(=O)n1Cc1ccco1)CCCCC3	10%	5.6µM*	-4%	1%	-7%	-11%	12%	0%
Cc1ccc(-c2nc3ccccc3c(C(=O)NCc3cccs3)c2C)cc1	-12%	24µM*	-9%	-2%	-4%	-5%	25%	-3%
CCCc1cc(C(=O)N/N=C/c2ccc(CC)s2)c2ccccc2n1	-11%	-4%	-12%	-3%	1%	-1%	-3%	?

More results.
SMILES	SMN2 splice enh	ALDH1A1 block	JMJD2E inh	TR SRC2 fluor cs	TRb-SRC2 inh	RECQ1 inh	GoLoco inh red	LMNA splice mod
O=C1c2c(O)cccc2Cc2cccc(O)c21	-5%&4%	25µM*	-9%	?	5%&4%	-7%&-3%	-7%&-4%	?
COc1cc2c(cc1OC)C(c1cccs1)N(C(=O)c1ccc(S(=O)(=O)N(C)C)cc1)CC2 (configuration not stated)	.	.	-16%	-2%	1%	-9%	-3%	.
CCOC(=O)C1CCN(C(C(=O)Nc2ccc3c(c2)OCCO3)c2ccccc2)CC1 (configuration not stated)	-16%	?	6%	1%	-1%	-10%	-1%	-1%
CCN(CC)S(=O)(=O)c1ccc(NC(=O)Cn2c(=O)oc3ccccc32)cc1	-3%	0%	-2%	1%	-6%	-1%	4%	7%
NC(=O)CC(NC(=O)Cc1cccc2ccccc12)c1ccc(NC2CCCCCCC2)c([N+](=O)[O-])c1 (configuration not stated)	.	.	-9%	1%	3%	-16%	10%	.
COc1ccc(C(=O)/C=C/c2cccs2)c(OC(=O)N2CCOCC2)c1	-30%	-9%	6%	3%	1%	-11%	5%	-22%
NC(=O)C1CCN(C(=O)CN2CCc3ccccc32)CC1	50%	?	-6%	6%	13%	i	29%	6%
Cc1ccc(NCCC(=O)c2cccc([N+](=O)[O-])c2)cc1	4%	0.32µM*	-7%	-2%	-4%	-3%	-7%	-16%
COc1ccc(OC)c(NC=C2C(=O)OC(C)(C)OC2=O)c1	-1%	0.18µM*	1%	-3%	-3%	i	4%	-9%
C=CCOc1ccc2c(c1)c(S(=O)(=O)c1ccc(C)cc1)cn2COC	-11%	?	?	2%	-19%	-19%	2%	?

An excerpt from above, reduced to TRb-SRC2 inh and JMJD2E inh:
| mol | TRb-SRC2 inh | JMJD2E inh |
| --- | --- | --- |
| COc1ccc(OC)c(NC=C2C(=O)OC(C)(C)OC2=O)c1 | -3% | 1% |
| NC(=O)CC(NC(=O)Cc1cccc2ccccc12)c1ccc(NC2CCCCCCC2)c([N+](=O)[O-])c1 (configuration not stated) | 3% | -9% |
| CCOC(=O)C1CCN(C(C(=O)Nc2ccc3c(c2)OCCO3)c2ccccc2)CC1 (configuration not stated) | -1% | 6% |

The listing continues.
SMILES	SMN2 splice enh	ALDH1A1 block	JMJD2E inh	TR SRC2 fluor cs	TRb-SRC2 inh	RECQ1 inh	GoLoco inh red	LMNA splice mod
CCN(C(=O)COC(=O)c1cccnc1Nc1ccccc1F)C1CCS(=O)(=O)C1 (configuration not stated)	?	7%	-1%	0%	-7%	i	20%	10%
CC1C=CCC2C(=O)N(c3cccc(C(=O)N4CCN(c5ccc(F)cc5)CC4)c3)C(=O)C12 (configuration not stated)	?	?	?	-4%	-2%	6%	7%	15%
CC1CCN(S(=O)(=O)N2CCC(C(=O)NCCN3CCOCC3)CC2)CC1	-7%	?	9%	-2%	-4%	i	-12%	-5%
Cc1ccc(C(C)C)c(OCCn2c(=O)oc3ccccc32)c1	.	-10%	-2%	1%	-19%	8%	-12%	-9%
O=C1CC(N2CCOCC2)C(=O)N1c1cccc(Cl)c1 (configuration not stated)	-3%	?	-1%	-1%	-1%	-2%	-12%	-1%
Cc1nn(CCc2nc(-c3ccco3)cs2)c2[nH]c(=O)cc(C(F)(F)F)c12	-9%	2.5µM*	?	-1%	-24%	14µM*	4%	7%
CN1CCc2ccccc2C1C1CCNCC1 (configuration not stated)	0%	6%	-1%	0%	-8%	i	6%	-3%
CCOc1cc(C2NC(=O)NC(C)=C2C(=O)NCc2ccccc2)c(Cl)cc1O (configuration not stated)	2%	2%	5%	-1%	3%	-9%	-3%	8%
COC(=O)c1cc(OC)c(OCc2cc(C(=O)OC)oc2C)c(OC)c1	27%	6%	3%	1%	-1%	-11%	5%	-4%
C[N+](C)(C)C(Cc1c[nH]c2ccccc12)C(=O)[O-] (configuration not stated)	.	.	-26%	4%	-2%	-16%	6%	.
COc1ccc(NC(=O)COC(=O)Cc2ccc(Br)cc2)cc1	10%	2%	-5%	-4%	1%	i	6%	3%[46 µM]
CCN(CC)C(=O)C(=O)c1cccn1-c1ccc(C#N)cc1	.	4%	-5%	5%	3%	i	-11%	.
COc1ccc(CCN=c2c([N+](=O)[O-])nn(-c3cccc(C)c3)n2O)cc1OC	-30%	2%	1%	-1%	7%	i	3%	.
CCOC(=O)c1nn(-c2cccc(C)c2)c2nnc(Cc3ccc(C)cc3)c(=O)n12	-17%	?	2%	-3%	-3%	0%	4%	0%
COC(=O)C(Cc1c[nH]c2ccccc12)NC(=O)c1cc(-c2ccc(OC)c(OC)c2)oc1C (configuration not stated)	8%	28µM*	0%	?	-9%	-7%	27%	-7%

Reformatted as labelled records: 3 of the compounds above.
> COc1ccc(CCN=c2c([N+](=O)[O-])nn(-c3cccc(C)c3)n2O)cc1OC
  SMN2 splice enh: -30%	ALDH1A1 block: 2%	JMJD2E inh: 1%	TR SRC2 fluor cs: -1%	TRb-SRC2 inh: 7%	RECQ1 inh: i	GoLoco inh red: 3%	LMNA splice mod: .

> CCOC(=O)c1nn(-c2cccc(C)c2)c2nnc(Cc3ccc(C)cc3)c(=O)n12
  SMN2 splice enh: -17%	ALDH1A1 block: ?	JMJD2E inh: 2%	TR SRC2 fluor cs: -3%	TRb-SRC2 inh: -3%	RECQ1 inh: 0%	GoLoco inh red: 4%	LMNA splice mod: 0%

> COc1ccc(NC(=O)COC(=O)Cc2ccc(Br)cc2)cc1
  SMN2 splice enh: 10%	ALDH1A1 block: 2%	JMJD2E inh: -5%	TR SRC2 fluor cs: -4%	TRb-SRC2 inh: 1%	RECQ1 inh: i	GoLoco inh red: 6%	LMNA splice mod: 3%[46 µM]
